KDM5B inh: Primary screen for KDM5B Histone Demethylases FDH-coupled qHTS; Lysine-specific demethylase 5B (Homo sapiens), Q9UGL1; KDM5B demethylase, FDH-coupled NADH fluorescence (FDH is formaldehyde dehydrogenase); Potency, µM (top dose mostly 57.7 µM), without a hit: at the highest dose activity change, negative = inhibition, most hits filed as inhibitors; 220,000 tested, 2.6% active; active = well fitted inhibition curve with a large enough effect; inconclusive = small, poorly fitted or top-dose-only effect; inactive = no such curve, though single readings can be large or run the other way; note: 0% is about no effect; nearly all actives have a fitted effect of over 70% in size
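Measured: NADH fluorescence change, 30 min, RT. System: KDM5BΔAP 200 nM final, H3K4me3 peptide, α-KG, Fe(II), ascorbate, NAD⁺ plus FDH, pH 7.5 HEPES. Compounds: titrated, 10 min pre-incubation with enzyme.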
* marks the source's active call; other numbers are inactive results; i = inactive; ? = inconclusive; [ ] = another dose, or the depositor's remark. Potency is the fitted concentration of half-maximal effect.

KDM5B inh	mol
-4%	Cc1cc(OCC(=O)NCC2(N(C)C)CCCCC2)cc(C)c1Cl
7%	CN(CC(=O)N1CC[C@H](N(C)C)[C@H](CCC(=O)O)C1)Cc1ccccc1F
56µM*	Cc1cnc(N2CC3CCC(C2)N3CC(F)(F)F)s1
?	Cc1ccc(S(=O)(=O)N2CC=C(c3c(C)n(CC(=O)N4CCCC4)c4ccccc34)CC2)cc1C
16%	O=C(Nc1nccs1)C1c2ccccc2C(=O)N(Cc2ccccc2)C12CCCC2 (centres undefined)
?	COc1ccc2[nH]c3c(c2c1)CCNC31CCN(C(=O)C2CC2)CC1
11%	Cn1cc(S(=O)(=O)c2cccc(Cl)c2)c(=O)c2cc(F)c(N3CCN(c4ccccc4)CC3)cc21
18%	Cc1ccc(C(=O)NC(c2ccc(Cl)cc2)c2cccnc2)cc1 (centres undefined)
-15%	CCn1c(=O)c2c(cc(C)n2C)n(CC(=O)Nc2cc(Cl)ccc2C)c1=O
-7%	CCCCCNC(=O)c1cccc(NC(=O)c2ccccc2)c1

(listing goes on)
KDM5B inh	mol
-13%	CCc1nn(-c2ccc(F)cc2)c(Oc2ccccc2)c1CCC(=O)N(C)C(C)C
8%	CC(=O)c1ccc(-n2cccc2)cc1
-15%	Cc1ccc(C(=O)/C=C/c2sccc2C)cc1
?	N#Cc1cccnc1NCc1cccnc1
?	O=C(O)CO[C@@H]1COCC[C@H]1NC(=O)c1cccc2c1OCCO2
2%	CC(C)(C)c1ccc(OCC(O)CNS(=O)(=O)Cc2ccccc2)cc1 (centres undefined)
-12%	Cc1cccc(Cn2nc(-c3ccc(C)c(S(=O)(=O)N4CCCC4)c3)ccc2=O)c1
20%	O=C(NCc1ccc(F)cc1)C1CCN(C(=O)c2ccc(-n3ccc4ccccc43)s2)CC1
1%	Cc1ccc(S(=O)(=O)N2CCN(C3CCN(Cc4cccnc4)C3=O)CC2)cc1C (centres undefined)
22%	O=C(/C=C/c1ccc(Cl)cc1Cl)Nc1ccc(Cl)cc1C(F)(F)F

(next part)
KDM5B inh	mol
-8%	CSc1ccc(CCNC(=O)Cn2c(C)c3cnn(-c4ccccc4)c(=O)c3c2C)cc1
18%	Cc1ccc(C)c(N2CCN(C(c3ccccc3)c3nnc(-c4ccccc4F)o3)CC2)c1 (centres undefined)
16%	COc1cc(F)c(CN2CCC3(CCCNC3)C2)c(F)c1 (centres undefined)
4%	CC(C(=O)Nc1cccc(Cl)c1)N(C)Cc1c(F)cccc1Cl (centres undefined)
0%	O=C1C(N2CCN(S(=O)(=O)c3cc(F)cc(F)c3)CC2)CCN1CCc1ccccc1 (centres undefined)
?	Cc1ccc(-c2cccc(N)c2)cc1
-9%	COc1ccccc1NC(=O)C1=C(C)Nc2nc(SCc3ccccc3Cl)nn2C1c1ccccn1 (centres undefined)
0%[86.2 µM]	COc1ccc(NC(=O)c2cnc3n2CCN(Cc2ccccc2)CC3)cc1
-11%	FC(F)(F)c1cccc(C2=NOC3(CCCN(Cc4cccc5ccccc45)C3)C2)c1 (centres undefined)
-8%	Cn1nnc2c[n+](CC(=O)c3ccc(Cl)cc3)cc(Br)c21

Further compounds follow:
KDM5B inh	mol
?	COCCCNC(=O)[C@@H]1Cc2cn(Cc3cc(C)on3)c3cccc(c23)[C@H](CC(C)C)N1
21%	Cc1cc2nc(/C(C#N)=C/c3ccc(F)c(Br)c3)[nH]c2cc1C
8%	O=C(O)c1ccc(-c2cc(Cl)cc(Cl)c2)s1
?	O=C(NNC(=S)NC(=O)c1cccs1)c1ccc(O)cc1
?	CCOc1ccc2c(c1)c(=O)c(S(=O)(=O)c1ccccc1)cn2CC(=O)Nc1cccc(Cl)c1
8%	CC#CC(=O)N1CCCC(C(=O)Nc2cccc(-c3cccc(C)c3)c2)C1 (centres undefined)
-6%	O=C(C1CCCC1)N1CCC(N2CC(OCC3CC3)C23CCOCC3)CC1 (centres undefined)
?	CSCCc1nc(Cn2cccnc2=O)n(-c2ccccc2C(=O)O)n1
12%	O=C1CN(C(=O)COC(=O)COc2ccc(Cl)cc2Br)c2ccccc2N1
6%	O=C(O)CN1CCCCC1

(cont.)
KDM5B inh	mol
-10%[86.2 µM]	COc1ccc(CNC(=O)[C@@H]2CCC[C@@H](NCc3cccnc3)CN(C)C(=O)C2)cc1
-16%	COC(=O)CNC(=O)C1c2ccccc2C(=O)N(C2CCCC2)C12CCCCC2 (centres undefined)
24%	CC(=O)Nc1ccc(NC(=O)C(C)Sc2nnc(-c3cccs3)o2)cc1 (centres undefined)
-5%	COC(=O)c1ccccc1NC(=O)N(Cc1ccc(C)cc1)Cc1cccn1-c1nnc(N2CCCC2=O)s1
-7%	CCN1CCN(CCOc2ccc3c(=O)c(-c4ccc(OC)cc4)coc3c2C)CC1
-6%	O=C(Nc1ccccc1Br)C(Cc1ccccc1)NS(=O)(=O)c1cccc2nsnc12 (centres undefined)
-29%	CN1CCC2(CC1)CCN(Cc1ccc(OCC(O)CN3CCCCC3)cc1)C2 (centres undefined)
9%[86.2 µM]	CC(C)C[C@@H]1N[C@H](C(=O)NCC2CC2)Cc2cn(Cc3ccccn3)c3cccc1c23
-1%	Cc1oc2ncn(CC(C)C)c(=O)c2c1C(=O)NCCCN(C)Cc1ccccc1
-12%	COc1cccc(OCC2CN(Cc3cccc(C(F)(F)F)c3)C(=O)c3c(ccnc3-c3ccc(OCC(=O)O)cc3)O2)c1OC (centres undefined)

Next part
KDM5B inh	mol
-23%	O=C([C@H]1C[C@H](Oc2cccnc2)CN1C(=O)Nc1ccccc1)N1CCOCC1
10%	CCCc1c(C)nc2ccccc2c1SCCC(=O)O
-8%	COc1cccc(C(=O)N2CCC3(CC2)CC(N(Cc2ccccc2)C2CC2)CCO3)c1 (centres undefined)
?	O=c1cc(-c2ccccc2)n2c(SCc3ccc(Cl)cc3)nnc2[nH]1
-26%	CN1C(=O)C2(c3ccccc31)N(c1ccccc1)C(=O)CS2(=O)=O (centres undefined)
-14%	CCN(CC)c1nc2ccccc2nc1C(=O)Nc1ccc(C(C)=O)cc1
i	COc1ccc(NC(=O)CSc2ncc3c(n2)-c2ccccc2N(Cc2ccc(C)cc2)S3(=O)=O)cc1Cl
21%	Cc1ccc(Cn2c(C3CCN(C(=O)Cc4cccs4)CC3)n[nH]c2=O)cc1
-14%	Cc1ccc(C)c(NC(=O)C(c2ccccc2)n2cnc3c2c(=O)n(C)c(=O)n3C)c1 (centres undefined)
11%[86.2 µM]	COc1cncc(CN2CCc3ncc(C(=O)Nc4ccccc4)n3CC2)c1

Following part.
KDM5B inh	mol
-9%	Cc1cc(C)n(S(=O)(=O)c2ccccc2)n1
5%	COc1ccc2nc(COc3ccccc3OC)[nH]c2c1
3%	CC(=O)N1c2nc(C(C)C)nn2C2(CCCCC2)[C@@H]2CCCC[C@@H]21
?	c1cc(-c2ccco2)cc(-c2nc(C3CCOC3)no2)c1 (centres undefined)
-13%	CC(C)c1nc(CNC(=O)c2ccc(N(C)C)nc2)no1
-16%[86.2 µM]	CC(=O)N[C@H]1CC[C@]2(C)CC[C@@H]([C@H](C)C(=O)NCc3cccs3)[C@H](O)[C@H]2[C@@H]1C
-13%	COc1cc(OC)cc(C(=O)Nc2cccc(-c3nc4ncccc4o3)c2)c1
?	CCOC(=O)C1=C(C(F)(F)F)NC2(O)c3ccccc3C(=O)C12O (centres undefined)
11%	CC(=O)N1CCC(C(=O)N[C@H]2CCN3C(=O)N(c4ccc(OC(F)(F)F)cc4)C(=O)[C@@H]3C2)CC1
?	COc1ccc(CCC(=O)N2CCCN(c3cc(-c4ccc(OC)cc4)[nH]n3)CC2)cc1

The list goes on.
KDM5B inh	mol
0%	Cc1cccc2nc(C(=O)N3CCn4nc(Cc5ccccc5)cc4C3)cn12
-8%	CN(Cc1cccnc1)C1CN(C(=O)c2ccc3ccccc3n2)C1
0%	O=C(NCCN1C(=O)S/C(=C\c2ccccc2F)C1=O)C1CC(=O)N(Cc2ccccc2)C1 (centres undefined)
?	O=C(CCc1c[nH]c2ccccc12)NC1CCCc2c1[nH]c1ccc(F)cc21 (centres undefined)
28µM*	CCN(C(=O)Cn1cccc1-c1nc(-c2ccc(OC)c(F)c2)no1)c1cccc(C)c1
28µM*	Cn1nc(C(=O)NCC(=O)N2CCCCCNC(=O)CC2c2ccccc2)c2ccccc21 (centres undefined)
?	Cc1ccc(N2CCN(C(=O)c3cn(C)c4ccc(S(=O)(=O)N5CCC(C)CC5)cc4c3=O)CC2C)cc1 (centres undefined)
17%	CCc1ccc(C(=O)Nc2cccc(-c3nnc4n3CCCC4)c2)cc1
-17%	CC(C(=O)O)n1cnc2ccccc21 (centres undefined)
7%	O=C(NCCc1cccs1)C1CCCN(c2cnn(Cc3ccccc3)c(=O)c2)C1 (centres undefined)

The list continues.
KDM5B inh	mol
1%	CC(OC(=O)CCc1c[nH]c2ccccc12)C(=O)c1ccccc1 (centres undefined)
12%	CNC(=O)NC(=O)Cn1nnc(-c2ccc(F)c(C)c2)n1
44%	COc1ccc(NC(=O)c2nnn(CC(=O)Nc3cc(C)cc(C)c3)c2N)c(OC)c1
6%	CN(C)C(CNC(=O)c1cc(=O)c2cc(Cl)ccc2o1)c1cccs1 (centres undefined)
-1%	O=C(Cc1cccc(Cl)c1)N1CCC2(CC1)Cc1ccccc1NC2=O
?	COc1ccccc1-c1cn2c(n1)CO[C@@H](CNCc1ccc(F)c(F)c1)C2
28%	CCOCCCNC(=O)C1(CCO)CC12CCOCC2 (centres undefined)
20%	O=C(O)/C=C/c1cccc(Cl)c1
12%	N#Cc1cccc(CSc2nnc(N3CCCC3)n2-c2cccc(Cl)c2)c1
9%	CCc1cnc2c(c1SCC(=O)NCc1ccccc1)c(=O)n(C)c(=O)n2C

Other results follow:
KDM5B inh	mol
-6%	Cc1ccc(N2C(=O)c3n[nH]c(C)c3C2c2ccccc2Cl)cc1 (centres undefined)
-69%	Cc1c(Cl)cccc1NC(=O)CSc1ncc(S(=O)(=O)c2ccc(C(C)C)cc2)c(=O)[nH]1
7%[86.2 µM]	Cn1cccc1C(=O)N1CC[C@@H]2NC(=O)[C@H]3C[C@H](NC(=O)C4CC4)CN3C(=O)[C@H]21
-18%	COCC(=O)NC1CCN(c2ccc(C)cc2)C1=O (centres undefined)
?	Cc1cc2c(C)cc(=O)[nH]c2cc1NC(=O)CCl
-14%	O=S(=O)(c1ccc(F)cc1)N1CCC2(CC1)CC(OCC1CC1)CCO2 (centres undefined)
7%	COc1ccc(NC(C)=O)cc1S(=O)(=O)Nc1ccc(OCc2ccccc2)cc1
-22%	Cc1ccc(Nc2c3c(nc4nc(-c5cccs5)nn24)CCCC3)cc1F
11%	Cc1ccc(C)c(-c2cc(C)ncc2C)c1
-11%	CCC1CCCCN1CCCNC(=O)c1ccc2c(c1)N(Cc1ccccc1)C(=O)c1ccccc1S2(=O)=O (centres undefined)

Continued:
KDM5B inh	mol
-11%	CCCCNC1C2CC3CC(C2)CC1C3 (centres undefined)
-21%	CCOC(=O)c1ccc(NC(=O)Cn2c(=O)cc(C(F)(F)F)c3c(C)nn(C)c32)cc1
-28%[86.2 µM]	CNC(=O)C1(N2CCC[C@H]2C(=O)N(C)CCN(C)C)CCOCC1
?	O=S(=O)(NC1CCCCCCC1)c1ccc(F)cc1
15%	CC(C)OCc1ccc(C(=O)N2CCN(S(=O)(=O)c3ccc(Br)s3)CC2)cc1
-12%	COc1cc(C(=O)NCc2nc3ccccc3n2C)cc(OC)c1OC
?	COc1ccc(S(=O)(=O)NC(C)(C)CO)cc1-c1nnc2c3ccccc3c(C)nn12
6%	Cc1sc2cc(C(=O)NC(C)(C)C)[nH]c2c1CN1CCCCC1
-26%	O=C(NCc1ccnc(N2CCCC2)c1)c1ccc(Cl)c(S(=O)(=O)N2CCCCCC2)c1
-22%	CC(CNC(=O)CCn1c(=O)c2cccn2c2ccc(F)cc21)c1ccccc1 (centres undefined)
?	COc1cccc(NC(=O)C2CCN(c3nnc(C)c4c(C)n(-c5ccccc5)nc34)CC2)c1

A portion of the library. The share of hits here may be higher or lower than overall.
